IDE act = IDE (human) activation, cell-based; P14735; HEK cells, FAbeta-B cleavage, fluorescence polarization; 0% vehicle, 100% cell-free pure enzyme wells; activation, % at 5.96 µM; 0.073% of 340,000 active;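 active = activation above the mean of all tested compounds plus 3 SD, set per screening campaign, cut at about 17% in these data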
Target sequence (P14735 whole entry, looked up): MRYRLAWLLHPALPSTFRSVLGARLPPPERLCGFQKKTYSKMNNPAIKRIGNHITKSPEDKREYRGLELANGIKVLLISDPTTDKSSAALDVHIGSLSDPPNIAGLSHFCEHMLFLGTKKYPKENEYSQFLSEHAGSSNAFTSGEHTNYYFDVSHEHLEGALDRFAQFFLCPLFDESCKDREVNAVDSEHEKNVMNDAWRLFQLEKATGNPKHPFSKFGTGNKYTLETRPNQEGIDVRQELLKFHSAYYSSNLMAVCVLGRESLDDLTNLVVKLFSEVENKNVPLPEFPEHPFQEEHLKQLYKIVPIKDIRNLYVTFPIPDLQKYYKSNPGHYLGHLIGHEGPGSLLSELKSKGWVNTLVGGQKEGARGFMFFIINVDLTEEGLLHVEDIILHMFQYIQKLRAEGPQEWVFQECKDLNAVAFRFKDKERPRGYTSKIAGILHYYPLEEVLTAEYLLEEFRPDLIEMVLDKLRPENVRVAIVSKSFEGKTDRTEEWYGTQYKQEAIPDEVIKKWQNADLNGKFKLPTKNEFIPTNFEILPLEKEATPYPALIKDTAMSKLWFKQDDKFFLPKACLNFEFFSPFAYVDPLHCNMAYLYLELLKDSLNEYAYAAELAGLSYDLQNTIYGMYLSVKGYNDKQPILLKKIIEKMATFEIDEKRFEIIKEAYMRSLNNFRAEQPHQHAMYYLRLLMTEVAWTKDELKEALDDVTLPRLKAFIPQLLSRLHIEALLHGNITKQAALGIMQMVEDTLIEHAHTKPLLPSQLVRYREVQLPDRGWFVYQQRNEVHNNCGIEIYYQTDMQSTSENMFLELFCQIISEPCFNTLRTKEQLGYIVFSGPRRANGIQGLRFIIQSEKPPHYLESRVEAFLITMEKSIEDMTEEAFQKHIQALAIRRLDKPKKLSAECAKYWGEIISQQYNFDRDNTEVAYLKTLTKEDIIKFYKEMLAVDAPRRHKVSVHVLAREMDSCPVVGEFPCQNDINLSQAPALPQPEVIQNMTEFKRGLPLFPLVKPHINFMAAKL
p-CIP stab down = p/CIP protein destabilization; Q05BA5; F442A p/CIP-EGFP cells, EGFP fluorescence, 16 h; decrease of EGFP signal, % at 10 µM; 0.01% of 290,000 active; AID 1984;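 active = EGFP signal decrease of at least 30% at 10 µM or well 3 SD below plate mean, unless failing retest; inactive = the rest, including hits failing retest or dose response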; note: some compounds called inactive have numbers as strong as hits; many of its hits are not listed in these tables
FID counter = displaces DNA intercalator in HCV helicase counter-screen. DNA fluorescent intercalator displacement, fluorescence. 0.17% of 290,000 active. inhibition, % at 7.9 µM; in the data active = inhibition above about 37%;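 note: 0% = vehicle and 100% = reference compound; higher means more ethidium bromide displaced from hairpin DNA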
IDE cell inh = inhibits human insulin-degrading enzyme in HEK cells; FAbetaB cleavage, fluorescence polarization; inhibition, % at 5.59 µM; 0.41% of 320,000 active; P14735;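 active = percent inhibition above the average of all tested compounds plus 3 SD, set per screening campaign, cut at about 16% in these data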;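 note: IDE supplied by intact live HEK cells; FP after avidin binding of uncleaved biotin substrate so inhibition keeps polarization high; 0% = DMSO wells and 100% = 60 µM reference IDE inhibitor Ii1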
M18AAP inhibitor = blocks P. falciparum M18 aspartyl aminopeptidase; AID 1822; inhibition, % at 7.35 µM; 1.2% of 290,000 active; recombinant PfM18AAP, H-Glu-NHMec fluorogenic cleavage;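 active = inhibition above the campaign mean inhibition over all tested compounds plus 3 SD, cut at about 28% in these data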;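 note: 0% = plate median of test compound wells and 100% = 2 mM ZnCl2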
VIM-2 inhibitor = blocks Pseudomonas aeruginosa VIM-2 metallo-beta-lactamase. inhibition, % at 5.6 µM. purified VIM-2, nitrocefin hydrolysis, epi-absorbance fluorescence. 0.89% of 290,000 active. AID 1527;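 active = inhibition above the mean of all tested compounds plus 3 SD, cutoff set per screening run, cut at about 7.5% in these data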;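 note: red hydrolysis product quenches plate fluorescence so inhibitors raise well fluorescence; 0% = enzyme with DMSO and 100% = DMSO without enzyme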
HCV NS3 hel inh = HCV NS3 helicase inhibition. NS3 helicase DNA unwinding, Cy5 molecular beacon fluorescence. inhibition, % at 10.9 µM. 0.56% of 290,000 active;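 active = inhibition above the mean of all tested compounds plus 3 SD, set per campaign, cut at about 35% in these data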;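 note: 0% = DMSO wells and 100% = thioflavine S control wells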
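Material: hepatitis C virus NS3 helicase domain fragment enzyme; measured by: Cy5 fluorescence, 0 and 60 min reads; control set: DMSO and thioflavine S; incubation: 60 min unwinding reaction at 25 °C after ATP addition; read-out basis: % inhibition from 60/0 min fluorescence ratio, DMSO 0%, thioflavine S 100%; repeats: singlicate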
UBC9 SUMO inh = blocks human SUMOylation mediated by UBC9; P63279; HTRF SUMOylation assay, SAE1/SAE2 + UBC9, in vitro; inhibition, % at 35 µM; 0.36% of 290,000 active; AID 2006; in the data active = inhibition above about 50%, passing the limit was not always enough; note: strong numbers were not always called active
IMP-1 inhibitor = blocks Pseudomonas aeruginosa IMP-1 metallo-beta-lactamase; purified IMP-1, nitrocefin hydrolysis, epi-absorbance fluorescence; inhibition, % at 5.6 µM; 0.45% of 290,000 active; AID 1556;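 active = inhibition above the mean plus 3 SD of all compounds in the same screening run, cut at about 4.5% in these data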;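 note: 0% = IMP-1 with DMSO and 100% = DMSO wells lacking enzyme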
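System: Purified IMP-1 | Read-out basis: Percent enzyme inhibition | Controls: IMP-1 with DMSO as 0%, enzyme-free DMSO as 100% | Replicates: One well per compound | Doses: 5.6 µM nominal single concentration | Detection: Epi-absorbance fluorescence, 480 nm excitation, 530 nm emission | Incubation: 25 °C, 15 min preincubation, 25 min reaction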
The depositor's hits bear a star; / = not tested or not shown.

#1 O=C(Nc1ccnn1C1CCN(Cc2cccnc2)CC1)c1ccccc1Cl
#2 CCN(CC)CCN(C(=O)c1c(F)cccc1F)c1nc2cc(C)cc(C)c2s1
#3 Cc1cc(NC(=O)c2cc(-c3cccs3)nc3ccccc23)no1
#4 O=S(=O)(NC1CCCCC1)c1ccc(-c2csnn2)s1
#5 Oc1[nH]c(=S)sc1C=C1N=c2ccccc2=N1
#6 N#Cc1c(NC(=O)CN2CCN(S(=O)(=O)c3ccc4c(c3)OCCO4)CC2)sc2c1CCC2
#7 Nc1nnc(SCC(=O)NC2CCCC2)s1
#8 CCOc1c2ccc(C(=O)NCc3ccc(C(F)(F)F)cc3C(F)(F)F)cc2nn1C
#9 Cc1ccccc1OCC(=O)NC1CCCCCCC1
#10 COc1ccc(N2CCN(C(=O)c3ccc(NS(=O)(=O)c4cccs4)cc3)CC2)cc1

assay / entry | 1 | 2 | 3 | 4 | 5 | 6 | 7 | 8 | 9 | 10
IDE act | 4 | 1 | 0 | 3 | / | -1 | 7 | 3 | 2 | 0
p-CIP stab down | -8 | 3 | -10 | 3 | -6 | 4 | -14 | -11 | 7 | -11
FID counter | -9 | 12 | -6 | -4 | 7 | -1 | 5 | -16 | -33 | -32
IDE cell inh | -1 | 7 | 1 | -3 | 0 | 0 | 3 | -2 | 3 | 4
M18AAP inhibitor | 2 | 5 | -7 | 0 | 23 | -12 | -4 | -14 | 3 | -7
VIM-2 inhibitor | -1.9 | -1.6 | -3.2 | -4.2 | -4.7 | -3.1 | -0.4 | 0.2 | -1.9 | -3.5
HCV NS3 hel inh | 4 | -38 | 5 | -1 | -10 | 2 | 6 | -4 | 1 | -4
UBC9 SUMO inh | 9 | -11 | 16 | 12 | 3 | 42 | 0 | 14 | -10 | -14
IMP-1 inhibitor | -2.5 | -3.6 | -9.0 | -3.8 | -2.7 | -1.9 | -3.0 | -0.7 | -2.4 | -2.4

Single records (already shown). Screens in order: IDE act	p-CIP stab down	FID counter	IDE cell inh	M18AAP inhibitor	VIM-2 inhibitor	HCV NS3 hel inh	UBC9 SUMO inh	IMP-1 inhibitor
Results for `Cc1ccccc1OCC(=O)NC1CCCCCCC1` → 2	7	-33	3	3	-1.9	1	-10	-2.4
Results for `Oc1[nH]c(=S)sc1C=C1N=c2ccccc2=N1` → /	-6	7	0	23	-4.7	-10	3	-2.7
Results for `N#Cc1c(NC(=O)CN2CCN(S(=O)(=O)c3ccc4c(c3)OCCO4)CC2)sc2c1CCC2` → -1	4	-1	0	-12	-3.1	2	42	-1.9
Results for `CCN(CC)CCN(C(=O)c1c(F)cccc1F)c1nc2cc(C)cc(C)c2s1` → 1	3	12	7	5	-1.6	-38	-11	-3.6

The list continues.
#11 O=C(CSc1nnc(COc2ccccc2)o1)c1ccccc1
#12 CS(=O)(=O)Nc1ccc(C(=O)NCCC2=CCCCC2)cc1
#13 Cc1ccc(NC(=O)COC(=O)/C=C/c2cccs2)c(C)c1
#14 COc1ccc(S(=O)(=O)N(CC(=O)Nc2ccccc2C(=O)N2CCOCC2)c2ccc(F)cc2)cc1
#15 Cc1cccc(C(=O)NC(=S)NNC(=O)COc2c(C)cccc2C)c1
#16 COc1ccc(-c2sccc2C(C)C(=O)O)cc1 (stereo unspecified)
#17 COC(=O)c1cc2ccsc2n1Cc1cccc(F)c1
#18 CC(C)C(=O)Nc1ncc(C(F)(F)F)cc1Cl
#19 CCOC(=O)C1=C(c2ccccc2)NC(=O)NC1c1ccc(OCC#N)c(OC)c1 (stereo unspecified)
#20 O=S(=O)(Nc1ccccc1N1CCCCC1)c1ccc(F)cc1

assay / entry | 11 | 12 | 13 | 14 | 15 | 16 | 17 | 18 | 19 | 20
IDE act | 3 | 4 | -2 | 0 | -8 | 9 | 1 | 5 | -5 | /
p-CIP stab down | 6 | 6 | 6 | 4 | 9 | -16 | 11 | -10 | -17 | -2
FID counter | -13 | -1 | -4 | -29 | 1 | -6 | -6 | 1 | -14 | -16
IDE cell inh | -4 | 3 | -4 | 0 | 3 | 0 | -5 | 0 | 0 | -2
M18AAP inhibitor | -1 | -3 | 2 | 2 | 30* | -2 | 3 | 0 | -3 | 11
VIM-2 inhibitor | -3.2 | -1.9 | -0.8 | -0.9 | -4.2 | 0.7 | -3.1 | -1.7 | -3.2 | 0.2
HCV NS3 hel inh | 4 | -3 | -1 | -1 | 14 | 0 | -13 | -2 | 1 | 3
UBC9 SUMO inh | 4 | -6 | 11 | 7 | -7 | 9 | -31 | 8 | 0 | -12
IMP-1 inhibitor | -3.0 | -1.0 | -1.9 | -2.5 | -2.4 | -0.3 | -1.8 | -0.7 | -2.6 | 4.7*

#21 CCOC(=O)C1CCCN(c2cc(C)nc3cc(-c4ccc(F)cc4)nn23)C1 (stereo unspecified)
#22 CC1(C)Cc2ccccc2C(=NCCCC(=O)O)N1
#23 Cc1ccc(NC(=O)[C@H](C)NC(=O)C2CCN(C(=O)[C@@H](N)C(C)C)CC2)cc1
#24 CC1CCN(c2c(NCc3ccc(C(=O)NCc4cccnc4)cc3)c(=O)c2=O)CC1
#25 CCc1ccc(NC(=O)C2CCCN(S(=O)(=O)c3ccc4c(c3)CC(C)N4C(C)=O)C2)cc1 (stereo unspecified)
#26 COc1cc(OC)c(NS(=O)(=O)c2coc(C(N)=O)c2)cc1Cl
#27 CN(C)CC(C)(C)CNS(=O)(=O)CC12CCC(CC1=O)C2(C)C (stereo unspecified)
#28 O=C(NCc1ccco1)c1ccccc1Br
#29 Cc1csc(SCC(=O)NC(=O)NC(C)(C)C)n1
#30 CCOC(=O)c1ccc(NC(=O)NCc2c(C)nn(CC)c2C)cc1

assay / entry | 21 | 22 | 23 | 24 | 25 | 26 | 27 | 28 | 29 | 30
IDE act | 4 | 4 | 2 | 1 | -2 | 6 | 9 | 9 | 2 | 2
p-CIP stab down | 5 | 0 | -3 | 0 | -14 | -2 | 8 | -2 | 2 | 2
FID counter | -12 | 5 | 0 | -9 | -50 | 0 | 2 | 0 | -9 | -17
IDE cell inh | 0 | 1 | -1 | -1 | -2 | 3 | -8 | -2 | -3 | -6
M18AAP inhibitor | -6 | -7 | 0 | 2 | 3 | 4 | -5 | 0 | 1 | -8
VIM-2 inhibitor | -3.3 | -1.3 | 0.6 | -1.9 | -3.1 | -4.3 | -0.9 | -4.5 | -1.3 | -1.4
HCV NS3 hel inh | -13 | 1 | 2 | -5 | -20 | 1 | -2 | 1 | -1 | -4
UBC9 SUMO inh | -10 | -6 | 5 | 8 | -2 | -7 | -12 | 12 | -1 | 2
IMP-1 inhibitor | -2.1 | 0.0 | -3.6 | -2.2 | -3.7 | -3.0 | -1.8 | -6.7 | -1.9 | -0.7

#31 COc1cc(NC(=O)c2cccc(F)c2)ccc1NC(=O)c1cc2ccccc2o1
#32 Cc1ccc(S(=O)(=O)N2CCC(=O)N(C(COCc3cccc(C(F)(F)F)c3)Cc3ccccc3)CC2)cc1 (stereo unspecified)
#33 CCCc1cc(=O)oc2cc(C)cc(OCC(=O)NCC(O)c3ccccc3)c12 (stereo unspecified)
#34 CC(=O)c1ccc(-c2nnc(CCC(=O)N(C)Cc3c(C)nc4ccccn34)o2)s1
#35 CCOc1ccc2c(c1)C(c1ccc(C)cc1)=NNC(c1ccc(C)cc1)=N2
#36 CCCCOC(=O)n1c(=O)oc2cc(S(=O)(=O)N3CCCCC3)ccc21
#37 Cc1ccc(NC(=O)NC2C(NC(=O)Nc3ccc(C)cc3)N(C)C(=O)N2C)cc1 (stereo unspecified)
#38 COc1ccc(NC(=O)CN2CCN(c3nc(-c4cccc(OC)c4)cs3)CC2)cc1
#39 NC(=S)N/N=C/c1c(O)ccc2ccccc12
#40 O=C(N/N=C\c1ccco1)c1cncc(Br)c1

assay / entry | 31 | 32 | 33 | 34 | 35 | 36 | 37 | 38 | 39 | 40
IDE act | -1 | 3 | 2 | 2 | 12 | 5 | 3 | 1 | -7 | /
p-CIP stab down | -1 | -5 | 1 | -1 | -16 | -15 | -13 | -10 | -2 | -14
FID counter | -14 | -23 | -25 | 1 | -10 | -16 | -14 | -24 | 4 | -5
IDE cell inh | -3 | 4 | 3 | -1 | -2 | 4 | 8 | 2 | -6 | 1
M18AAP inhibitor | 2 | -1 | 2 | 0 | 1 | -5 | 2 | 3 | 27 | -1
VIM-2 inhibitor | -3.2 | -1.3 | -0.9 | -1.2 | -4.8 | -1.9 | -2.2 | -2.5 | -0.3 | 1.8
HCV NS3 hel inh | 0 | -3 | -1 | 14 | 2 | -3 | -19 | -19 | 57* | 12
UBC9 SUMO inh | 37 | -19 | 10 | 12 | -30 | -3 | 6 | -17 | 23 | 18
IMP-1 inhibitor | -2.8 | -3.6 | -3.0 | -1.5 | -4.3 | -2.4 | -3.6 | -1.9 | 0.2 | 0.4

#41 O=C(CCCOc1ccc(Cl)cc1Cl)NCCc1ccccn1
#42 CCN(C(=O)CSc1nnc2c3ccccc3n(CC)c2n1)C1CCS(=O)(=O)C1 (stereo unspecified)
#43 COc1ccc(OC)c(S(=O)(=O)Nc2cccc(-c3ccc4nncn4n3)c2)c1
#44 COc1cc2c(cc1OC)/C(=C/C(=O)N1CCOCC1)NC(C)(C)C2
#45 Nc1nccc(-c2ccc(-n3cnc4ccccc43)cc2)n1
#46 COc1ccc(S(=O)(=O)n2c(CCN3CCOCC3)nc3ccccc32)cc1
#47 CCc1nnc(NC(=O)CN2CCN(Cc3cccc(F)c3)CC2)s1
#48 CN(C)S(=O)(=O)c1ccc(C(=O)NCc2cccs2)cc1
#49 Cc1cnccc1NC(=O)c1cccs1
#50 CC(C)(C)OC(=O)N1CCC(CNC(=O)c2ccccc2)CC1
#51 COc1cc(/C=C/C(=O)OCC(=O)c2c(N)n(C)c(=O)n(C)c2=O)ccc1O
#52 O=C(NCCCn1ccnc1)c1ccc(S(=O)(=O)Nc2ccccc2)cc1

assay / entry | 41 | 42 | 43 | 44 | 45 | 46 | 47 | 48 | 49 | 50 | 51 | 52
IDE act | 1 | 6 | -3 | / | 4 | 7 | 4 | 8 | -3 | / | 7 | 6
p-CIP stab down | 0 | -5 | -2 | -22 | -7 | 1 | -15 | 0 | 9 | -3 | -6 | -8
FID counter | -29 | -15 | -13 | -2 | -11 | -16 | -8 | 4 | 4 | -26 | -7 | 2
IDE cell inh | -2 | 4 | -2 | 0 | -4 | 7 | -1 | 2 | 6 | 4 | -2 | 1
M18AAP inhibitor | -3 | -2 | 1 | -10 | -4 | 6 | 12 | 3 | -3 | 2 | 1 | 5
VIM-2 inhibitor | -3.0 | 5.2 | -3.5 | 1.0 | 18* | -2.7 | -3.3 | -1.6 | -1.6 | -1.5 | -0.7 | -3.2
HCV NS3 hel inh | -1 | 1 | -4 | 1 | 20 | -10 | 15 | 0 | -9 | 4 | -14 | -11
UBC9 SUMO inh | 7 | -10 | -2 | 22 | 9 | 11 | -1 | -5 | 2 | 8 | -1 | 2
IMP-1 inhibitor | -2.2 | -2.9 | -3.0 | -1.7 | -3.7 | -2.7 | -0.5 | -2.1 | -2.3 | -1.5 | -2.5 | -3.2

Compounds as they come, and some 3.6% of all compounds hit somewhere here.
